Bioassay records (PubChem BioAssay)
GAA glycogen mod: qHTS Assay for Inhibitors and Activators of Human alpha-Glucosidase Cleavage of Glycogen. Lysosomal alpha-glucosidase (Homo sapiens), P10253. recombinant GAA, glycogen substrate, Amplex Red glucose oxidase fluorescence. Potency, µM (top dose mostly 76.4 µM), for the others: at the top dose activity change, negative = inhibition, usual class: inhibitors. 300,000 compounds, 0.38% hits. AID 2100, 2009;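 further: 0% = full enzyme reaction and -100% = no-enzyme basal signal; the screen sought inhibitors and activators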
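qHTS, 1536-well; enzyme 4 nM final; cpd up to 77 uM; substrate bovine liver glycogen 30 ug; 50 mM citrate/phosphate pH 5.0, 0.01% Tween-20; 37 C, 40 min; Amplex Red detection 45 min RT; Hill fit → AC50.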
NPSR antagonist: qHTS Assay for Antagonists of the Neuropeptide S Receptor: cAMP Signal Transduction | Potency, µM (top dose mostly 38.3 µM), without a hit: at the top dose activity change, negative = inhibition, hits mostly inhibitors | AID 1461, 2008 | Q6W5P4 | CHO-NPSR cells, cAMP TR-FRET, antagonist mode | 220,000 compounds, 1% hits; further: on the % scale 0 is the no-effect control and ±100 the full control effect; nearly all actives have a fitted effect of over 50% in size; many of its hits are not listed in these tables
aGlu spleen mod: qHTS Assay for Inhibitors and Activators of Human alpha-Glucosidase From Spleen Homogenate; 240,000 compounds, 0.006% hits; Potency, µM (series often up to 79.9 µM), for the others: at the highest dose activity change, negative = inhibition, hits mostly inhibitors; human spleen homogenate, 4-MU-alpha-glucoside fluorescence; Lysosomal alpha-glucosidase (Homo sapiens), P10253;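 further: 0% = enzyme with vehicle and -100% = no enzyme basal signal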
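Human spleen homogenate (1 ug) with 4-methylumbelliferyl-alpha-D-glucopyranoside (1 mM final) in 50 mM citrate/phosphate pH 5.0, 0.01% Tween-20; 40 min at 37 C. Stopped at pH 10; 4-MU fluorescence Ex 365/Em 440 nm; AC50 by Hill fit.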
ALDH1A1 inh: qHTS Assay for Inhibitors of Aldehyde Dehydrogenase 1 (ALDH1A1); Aldehyde dehydrogenase 1A1 (Homo sapiens), P00352; Purified ALDH1A1, NADH fluorescence, propionaldehyde substrate; Potency, µM (highest dose often 75.3 µM), without a hit: top-dose activity, negative = inhibition, hits mostly inhibitors; 220,000 compounds, 7.3% hits; AID 1030, 2008; active means well fitted inhibition curve with a large enough effect, not every such curve was filed as active; inconclusive means small, poorly fitted or top-dose-only effect, or another doubt; inactive means no such curve, though single readings can be large or run the other way;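 further: plate controls were no enzyme wells and a reference inhibitor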
Target sequence (P00352 whole entry, looked up): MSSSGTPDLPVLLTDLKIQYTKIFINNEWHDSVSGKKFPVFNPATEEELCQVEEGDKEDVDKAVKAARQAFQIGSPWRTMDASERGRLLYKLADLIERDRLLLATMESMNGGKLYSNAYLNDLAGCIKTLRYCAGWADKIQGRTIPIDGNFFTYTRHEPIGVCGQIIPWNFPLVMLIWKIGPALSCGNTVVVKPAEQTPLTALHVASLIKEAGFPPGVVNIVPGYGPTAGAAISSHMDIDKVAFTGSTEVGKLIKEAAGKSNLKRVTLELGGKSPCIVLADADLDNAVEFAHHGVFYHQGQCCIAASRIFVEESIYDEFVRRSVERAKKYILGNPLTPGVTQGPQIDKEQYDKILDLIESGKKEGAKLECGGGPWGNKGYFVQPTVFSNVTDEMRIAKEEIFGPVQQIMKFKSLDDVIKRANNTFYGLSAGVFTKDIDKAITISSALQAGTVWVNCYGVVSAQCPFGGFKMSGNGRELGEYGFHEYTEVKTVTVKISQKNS
GLA spleen mod: qHTS Assay for Inhibitors and Activators of Human alpha-Galactosidase From Spleen Homogenate; Alpha-galactosidase A (Homo sapiens), P06280; Potency, µM (titrated, usually from 80 µM), for inactives: top-dose activity change, negative = inhibition, actives largely listed as inhibitors; AID 2107, 2009; human spleen homogenate, 4MU-alpha-Gal fluorescence, 40 min; 240,000 compounds, 0.008% hits;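 further: 0% = enzyme with vehicle and -100% = no enzyme basal signal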
Target sequence (P06280 32-429 limits assumed): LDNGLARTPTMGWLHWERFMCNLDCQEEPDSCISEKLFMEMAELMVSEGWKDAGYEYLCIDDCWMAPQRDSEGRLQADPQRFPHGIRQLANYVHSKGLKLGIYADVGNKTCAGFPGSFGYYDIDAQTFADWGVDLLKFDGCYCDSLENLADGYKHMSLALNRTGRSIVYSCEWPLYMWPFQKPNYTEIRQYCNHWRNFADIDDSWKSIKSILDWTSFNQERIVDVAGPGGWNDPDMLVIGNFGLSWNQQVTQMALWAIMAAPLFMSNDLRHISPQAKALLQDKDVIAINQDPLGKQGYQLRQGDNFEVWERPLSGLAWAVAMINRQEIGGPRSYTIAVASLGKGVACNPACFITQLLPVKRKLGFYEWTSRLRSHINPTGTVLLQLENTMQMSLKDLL
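qHTS titration in buffer at pH 5.0. Alpha-galactosidase activity in spleen homogenate was measured via 4-methylumbelliferone release from 1 mM fluorogenic substrate after 40 min at 37C and a pH 10 stop. AC50 came from Hill fits of control-normalized data.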
GAA inhib: qHTS Assay for Inhibitors of Human alpha-Glucosidase as a Potential Chaperone Treatment of Pompe Disease | purified human GAA, 4-MU-alpha-glucoside fluorescence | 200,000 compounds, 0.005% hits | AID 1466, 2008 | Lysosomal alpha-glucosidase (Homo sapiens), P10253 | Potency, µM (top dose mostly 76.9 µM), for the others: at the top dose activity change, negative = inhibition, usual class: inhibitors;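 further: plate controls were uninhibited enzyme wells for no effect and no-enzyme background for full effect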
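Read-out is 4-methylumbelliferone fluorescence (Ex 365/Em 440 nm) after NaOH/glycine stop at pH 10. Enzyme 4 nM, substrate 400 uM, pH 5.0 citrate buffer, 20 min room temperature; AC50 from Hill-equation concentration-response.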
Epigenetic reg: Quantitative High-Throughput Screen for Regulators of Epigenetic Control. Potency, µM (titrated, usually from 53.9 µM), without a hit: top-dose GFP activation, actives largely listed as activators. 280,000 compounds, 0.2% hits. murine LDR cells, GFP reporter derepression, 30 h; further: % of control where 0% means no effect; nearly all actives have a fitted effect of over 60% in size
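Reporter derepression read as number of fluorescent GFP-positive objects, 20-120 um in size, counted by laser-scanning cytometer. Mouse LDR line with an epigenetically silenced CMV-GFP locus; compound incubation 30 h, 37 C.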
Tau fluor counter: Counterscreen qHTS for Inhibitors of Tau Fibril Formation, Fluorescence Polarization; tau K18 P301L (four-repeat tau fragment) Alexa594 fluorescence, heparin fibrillization; Potency, µM (top dose mostly 57.7 µM), without a hit: top-dose activity change, negative = decrease; 280,000 compounds, 0.93% hits; further: on the % scale 0 is the no-effect control and ±100 the full control effect; nearly all actives have a fitted effect of over 55% in size
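Human K18 P301L tau (15 uM unlabeled plus 0.24 uM Alexa 594-labeled, final) in 100 mM sodium acetate pH 7 was mixed with compound and 20 uM heparin and incubated 6 hr at 37 C.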
The depositor's hits bear a star; u = inconclusive; x = not tested or not shown; & = joins results of further samples; [ ] = dose if it differs, or a comment. Unless noted, the call rests on the fitted dose curve; in most records, active means well fitted curve in the direction sought with a large enough effect; inconclusive means small, poorly fitted or top-dose-only effect, or another doubt; inactive means no such curve, though single readings can be large; an effect the other way counts as inactive or inconclusive. Potency means the concentration at half of the fitted maximal effect.

SMILES	GAA glycogen mod	NPSR antagonist	aGlu spleen mod	ALDH1A1 inh	GLA spleen mod	GAA inhib	Epigenetic reg	Tau fluor counter
NC(=O)C1(NC(=O)[C@@H]2CC3(CC(c4cccc(NC(=O)[C@@H]5CCC(=O)N5)c4)=NO3)CN2C(=O)c2cnccn2)CC1 (some centres not stated)	-13%	-5%[46.1 µM]	3%	22µM*	-16%	4%	-3.4%	5%
CC1CCCC(C)N1C(=O)CSc1nnc(CSc2ncccn2)n1C (configuration not stated)	1%	-8%[46.1 µM]	-1%	u	-23%	-2%	0.0%	4%
O=C(OCc1ccc(Cl)c(Cl)c1)c1cnccn1	9%	5%[46.1 µM]	0%	1%	2%	-13%	-1.8%	-10%
S=C(NCCc1cnc[nH]1)NC1CCCC1	1%	10%	-3%	8%	-4%	14%	4.1%	-1%
CCN1CCN(C(=O)Cn2nc(-c3ccc(Cl)cc3)ccc2=O)CC1	3%	21%	-6%	4%	-7%	-7%	2.1%	-3%
CNc1ccc(Br)cc(C(=O)/C=C/c2cc(OC)ccc2OC)c1=O	-27%	-33%	-6%	u	19%	u	u	u
COc1ccc(CNC(=O)COC(=O)c2cc(-c3cccs3)nc3ccccc23)cc1OC	-6%	0%[46.1 µM]	12%	u	8%	u	-0.9%	u
O=C(CSc1ccccc1F)NC(=O)NCc1ccco1	7%	4%	2%	-3%	7%	7%	2.6%	-2%
Cc1cc(Nc2c(C)n(C)n(-c3ccccc3)c2=O)n2c(nc3ccccc32)c1C#N	14µM*	-12%[46.1 µM]	-1%	u	1%	-9%	0.0%	-13%
COc1ccc(NC(=O)NNC(=O)c2ccc(Cl)cc2Cl)cc1OC	-2%	10%	6%	9%	3%	-1%	-0.4%	-2%
CCOC(=O)c1nnc(-c2ccc(C)cc2)nc1Oc1ccccc1Cl	-9%	-27%[46.1 µM]	-16%	-10%	2%	6%	u	u
CCOC(=O)c1c(NC(C)=O)sc2c(O)c(CN3CCN(CC)CC3)ccc12	-12%	-18%[46.1 µM]	-5%	2%	-15%	1%	-0.9%	u
COc1ccccc1N1C(=O)C2C(c3ccccc3F)NN(C(=O)c3ccc(C)cc3)C2C1=O (configuration not stated)	-19%	1%	-1%	8%	1%	-2%	-2.9%	-1%
CC1=C(C(N)=O)C(c2cccs2)n2nc(-c3cccc(C)c3)nc2N1 (configuration not stated)	4%	-16%[46.1 µM]	0%	3%	7%	0%	-1.1%	-8%
COc1ccc(C)cc1NC(=O)C(OC(=O)c1ccc(Cl)c(S(=O)(=O)N(C)c2ccccc2)c1)c1ccccc1 (configuration not stated)	6%	-3%	1%	-1%	-3%	-3%	-1.0%	-11%
CCOC(=O)CSc1nc2ccccc2c(=O)n1CC(C)C	11%	47%	-3%	u	2%	x	-0.2%	-11%
O=C(NN=C1CCCCCC1)c1ccc(Br)o1	6%	12%	0%	-7%	0%	-10%	1.1%	-4%
Cc1cc2oc(=O)cc(CSc3nnc(C)n3N)c2cc1C(C)C	4%	6%[46.1 µM]	4%	u	14%	-3%	-2.0%	-3%
C1CCCN(c2nc3nonc3nc2N2CCCCCC2)CC1	2%	-42%	-4%	u	-3%	-8%	-5.9%	-10%
O=C(Cn1c(O)c(/C=C2\C=Nc3ccccc32)sc1=O)Nc1ccc2c(c1)OCO2	11%	-4%[46.1 µM]	-8%	-1%	3%	2%	2.3%	u
CCN(Cc1cc2ccccc2[nH]c1=O)C(=O)C(C)C	-2%	-1%[46.1 µM]	0%	-2%	-13%	-5%	-0.7%	1%
Cc1cc(C)cc(N2C(=O)CN(Cc3sccc3C)C2=S)c1	7%	-8%	6%	0%	2%	2%	0.0%	-1%
O=C(CSc1nc(SCC(=O)NCc2ccccc2)n(-c2ccccc2)n1)NCc1ccccc1	-5%	u	2%	u	-3%	-2%	0.8%	-25%
COc1cc(O)c(C(CCN2CCCCC2)c2cc(OC)c(OC)c(OC)c2)c(OC)c1 (configuration not stated)	9%	0%	-6%&0%	x	-2%&3%	x	2.7%	9%
CCOc1cc(/C=C2\N=C3CCCCCN3C2=O)ccc1O	u	-54%	-7%	u	-9%	u	-1.3%	-8%
CCCC(=O)NCCc1cc2cc(C)c(C)cc2[nH]c1=O	3%	14%	1%	-12%	6%	3%	1.0%	-2%
COc1ccccc1NC(=O)NCCCl	-1%	1%[46.1 µM]	1%	4%	2%	5%	-2.1%	-3%
Nc1nc2cc(S(=O)(=O)NC3=NCCCCC3)ccc2s1	4%	16%	-4%	x	-3%	x	-3.1%	-25%
CCOC(=O)c1sc(NC(=O)c2cncc(Br)c2)nc1C	2%	-1%[46.1 µM]	-1%	12%	3%	-1%	1.2%	-8%
CCNC(=O)C(=O)c1c(-c2ccccc2)[nH]c2ccccc12	3%	11%	x	-2%	-1%	0%	-2.3%	5%
O=C(c1ccc(CN2CCOCC2)cc1)N1CCN(c2cccc(Cl)c2)CC1	2%	-1%[46.1 µM]	4%	-4%	6%	-4%	-2.0%	-2%
COc1ccc(-c2ccc(N(C)C)cc2)cc1[C@H]1[C@H]2C=CC[C@@H](C)[C@@H]2C(=O)N1Cc1ccccc1	13%	-12%	-10%	x	4%	x	-2.9%	-27%
OC(COc1ccc(Cl)cc1)CN1CCN(c2cccc(Cl)c2)CC1 (configuration not stated)	-11%	-17%	2%	x	3%	x	10%	-27%
COC(=O)c1csc(S(=O)(=O)N2CCCCC2)c1OC	0%	-19%	-4%	x	7%	x	-4.1%	-8%
Cc1cc(-c2csc3nc[nH]c(=S)c23)cc(C)c1C	-2%	u	-4%	21%	-2%	x	-0.2%	u
O=C(NC1CCS(=O)(=O)C1)/C(=C\c1ccc(F)cc1)NC(=O)c1ccccc1 (configuration not stated)	5%	3%	x	-2%	2%	4%	-2.2%	4%
O=C(N/N=C\c1ccc([N+](=O)[O-])o1)c1ccc(O)cc1	x	x	-9%[29.1 µM]	u	-3%[29.1 µM]	x	-1.4%[16.9 µM]	x
CC(c1ccccn1)N(Cc1ccco1)C(=S)Nc1cccc(F)c1 (configuration not stated)	-15%	-18%	-1%	u	3%	-8%	4.1%	-14%
CN(C)c1ccc(C(=O)OCc2ccc(Br)cc2)cc1	-5%	-19%[46.1 µM]	3%	u	7%	-7%	0.0%	-25%
N#CCC(=O)N/N=C/c1cc([N+](=O)[O-])ccc1N1CCCC1	-2%	-14%	0%	u	-2%	0%	6.7%	-29%

Record cards (already shown).
COC(=O)c1csc(S(=O)(=O)N2CCCCC2)c1OC as listed: GAA glycogen mod = 0%; NPSR antagonist = -19%; aGlu spleen mod = -4%; ALDH1A1 inh = x; GLA spleen mod = 7%; GAA inhib = x; Epigenetic reg = -4.1%; Tau fluor counter = -8%
Cc1cc(-c2csc3nc[nH]c(=S)c23)cc(C)c1C as listed: GAA glycogen mod = -2%; NPSR antagonist = u; aGlu spleen mod = -4%; ALDH1A1 inh = 21%; GLA spleen mod = -2%; GAA inhib = x; Epigenetic reg = -0.2%; Tau fluor counter = u
OC(COc1ccc(Cl)cc1)CN1CCN(c2cccc(Cl)c2)CC1 (configuration not stated) as listed: GAA glycogen mod = -11%; NPSR antagonist = -17%; aGlu spleen mod = 2%; ALDH1A1 inh = x; GLA spleen mod = 3%; GAA inhib = x; Epigenetic reg = 10%; Tau fluor counter = -27%

Later entries.
SMILES	GAA glycogen mod	NPSR antagonist	aGlu spleen mod	ALDH1A1 inh	GLA spleen mod	GAA inhib	Epigenetic reg	Tau fluor counter
CC1Cc2cc(/C=C3/SC(=S)NC3=O)ccc2O1 (configuration not stated)	-4%	-52%	5%	x	3%	x	0.0%	-5%
CC(C)Sc1cc(N2CCOCC2)nc(-c2ccc(Cl)cc2)n1	-10%	-7%[46.1 µM]	-6%	4%	-7%	-14%	-1.1%	-15%
CCN(CC)c1ccc(C(=O)Nc2ccccc2)cc1[N+](=O)[O-]	-14%	-28%	-4%	u	5%	-11%	0.0%	u
CCCCCCC(=O)Nc1nc(C)c(-c2csc(Nc3cccc(OC)c3)n2)s1	u	-18%[46.1 µM]	-11%	u	-8%	-2%	-1.1%	8.9µM*[quencher]
CC(C)c1nc2sc3c(=O)[nH]c(=S)[nH]c3c2c2c1CCCC2	1%	-44%	5%	x	1%	x	1.1%	2%
O=C(c1cccs1)N(CCO)Cc1cc2cc3c(cc2[nH]c1=O)OCCO3	-4%	10%[46.1 µM]	-6%	u	-2%	2%	-0.2%	-8%
CN1CCN(c2ccc(NC(=O)c3ccc(-c4cccc([N+](=O)[O-])c4)o3)cc2)CC1	-2%	-10%	-1%	-3%	1%	-8%	2.3%	u
Cc1cccc(NC(=O)CN2C(=O)c3ccccc3C2=O)c1C	-3%	5%	6%	12%	-2%	-8%	4.5%	-1%
CCC/C=C(\CCC)C(NS(=O)(=O)c1ccc(C(F)(F)F)cc1)c1ccc(-c2ccccc2)cc1 (configuration not stated)	x	x	19%	22µM*	5%	x	-0.9%	-5%
COc1ccc(CCNC(=O)CSc2ccc(-c3ccco3)nn2)cc1	3%	-3%	1%	3.2µM*	6%	-10%	1.5%	-15%
O=S(=O)(c1cccc(Cl)c1Cl)N1CCN(C(=S)NCCCN2CCOCC2)CC1	-9%	0%	1%	u	3%	9%	-1.5%	1%
N#C/C(C(=O)c1ccccc1)=C1/CCCN1	1%	-8%[46.1 µM]	3%	3%	5%	-2%	-1.7%	-13%
CC1CC(=O)N(c2ccc(Br)cc2)C(=O)C1	-3%	9%	-7%	x	13%	x	6.6%	6%
O=C(C1CCC(CNS(=O)(=O)c2ccc(F)cc2)CC1)N1CCOCC1 (configuration not stated)	8%	18%	2%	11%	-10%	-1%	-0.2%	-5%
CC[N+](CC)(CC)CC(=O)Nc1ccc(SC(F)F)cc1	2%	-3%	3%	u	2%	-10%	1.5%	-5%

An excerpt (hit frequency here may not be typical).
